# CHT allo act: human CHT allosteric activation; B-score at 10 µM; CHT-expressing cells, membrane potential dye, choline EC20; hits give high values; LV-AA mutant CHT in HEK293 cells; hit rate 0.49% among 310,000;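 active means initial fluorescence not abnormally high and integrated response B-score, plate-corrected, over 3 SD above library mean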
# Target sequence (Q9GZV3 whole entry, looked up): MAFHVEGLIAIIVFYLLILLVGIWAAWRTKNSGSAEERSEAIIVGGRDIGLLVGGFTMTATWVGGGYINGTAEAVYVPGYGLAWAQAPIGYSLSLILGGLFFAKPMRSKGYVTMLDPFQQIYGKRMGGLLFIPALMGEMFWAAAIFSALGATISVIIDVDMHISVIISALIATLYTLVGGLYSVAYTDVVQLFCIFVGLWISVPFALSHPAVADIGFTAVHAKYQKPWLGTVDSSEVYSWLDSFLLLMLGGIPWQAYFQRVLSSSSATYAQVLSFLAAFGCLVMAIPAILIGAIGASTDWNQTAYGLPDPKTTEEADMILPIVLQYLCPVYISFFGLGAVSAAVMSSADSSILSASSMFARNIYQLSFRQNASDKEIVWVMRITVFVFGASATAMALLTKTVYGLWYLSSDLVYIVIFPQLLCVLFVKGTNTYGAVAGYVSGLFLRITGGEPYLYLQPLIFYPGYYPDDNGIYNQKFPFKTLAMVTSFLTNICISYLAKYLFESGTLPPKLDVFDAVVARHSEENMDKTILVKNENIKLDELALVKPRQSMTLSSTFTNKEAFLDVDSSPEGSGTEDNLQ
# OX1R antagonist: antagonists of human orexin 1 receptor | O43613 | CHO/OX1R cells, Fluo-8 calcium fluorescence, orexin A | inhibition, % at 5 µM | hit rate 0.43% among 330,000;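 active means inhibition above its plate's threshold, mean inhibition of all tested compounds on the plate plus 3 SD, cut at about 37% in these data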;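 further: 0% = orexin A challenge wells and 100% = SB-334867-A antagonist wells; not every result past the cut was called active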
# Target sequence (O43613 whole entry, looked up): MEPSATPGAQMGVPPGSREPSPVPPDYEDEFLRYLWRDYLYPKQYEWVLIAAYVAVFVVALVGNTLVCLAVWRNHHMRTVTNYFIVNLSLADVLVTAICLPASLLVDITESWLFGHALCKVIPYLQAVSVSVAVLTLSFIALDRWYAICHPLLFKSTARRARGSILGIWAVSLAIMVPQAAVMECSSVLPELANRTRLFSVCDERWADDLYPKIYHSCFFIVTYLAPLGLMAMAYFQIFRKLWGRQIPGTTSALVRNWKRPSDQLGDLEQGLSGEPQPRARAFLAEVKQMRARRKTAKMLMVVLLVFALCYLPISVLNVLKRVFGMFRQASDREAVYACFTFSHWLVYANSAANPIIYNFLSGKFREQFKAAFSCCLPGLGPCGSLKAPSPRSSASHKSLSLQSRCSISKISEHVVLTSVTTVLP
# The depositor's hits bear a star; i = inactive; / = not tested or not shown.
# Each structure is followed by: CHT allo act, OX1R antagonist
NC(=O)c1cccc(C(N)=O)n1
    i, -8.8
CCOC(=O)c1cn(Cc2cccc(Cl)c2)c2cc(C)nn2c1=O
    i, 7.2
CC(=O)c1c(Nc2cccc(F)c2)oc(C)cc1=O
    i, -10.1
O=C1CCN(Cc2ccccc2)N1
    i, -8.0
Cc1c(/C=N\NC(=O)c2csc3ccccc23)cnn1C
    i, -26.1
CC(C)NC(=O)c1ccc2c3n(nc2c1)-c1ccccc1CO3
    i, -21.3
CCOC(=O)CC1COCCN1C(=O)c1ccc2oc(Cc3ccccc3)nc2c1 (configuration not stated)
    i, -18.4
COc1ccc(N2CCN(C(=O)C3=NNC(=O)CC3)CC2)cc1
    i, -28.8
CCn1c(SCC(=O)c2ccc(O)c(O)c2)nnc1-c1ccccc1OC
    i, -10.1
CCCC1(c2ccccc2)NC(=O)N(CC(=O)c2[nH]c(C)c(C(=O)OCC)c2C)C1=O (configuration not stated)
    i, 5.2
O=C(NCCCn1ccnc1)C1CC(c2cccc(Br)c2)=NO1 (configuration not stated)
    i, -15.5
Cc1cc(NC(=O)CCN2C(=O)c3ccccc3C2=O)no1
    i, -4.5
Cc1cc(S(=O)(=O)NCc2ccc3c(c2)OCO3)ccc1F
    i, -9.2
COc1cc(OC)c(/C=N/NC(=O)c2ccc([N+](=O)[O-])cc2)cc1Br
    i, -14.7
COC(=O)c1cc(OC)c(OC)cc1NC(=S)Nc1cc(Cl)ccc1OC
    i, -14.0
Cc1cc(C)cc(C(=O)NCC(=O)OCC(=O)c2cc(C)n(CC(F)(F)F)c2C)c1
    i, -37.4
Cc1cc(C)n2c(SC(C)C(=O)NC3(C#N)CCCCC3)nnc2n1 (configuration not stated)
    /, -1.2
Cc1ccccc1COC[C@H](CC(C)C)N1CCN(C(=O)c2cccc(C(F)(F)F)c2)CCC1=O
    i, -38.6
O=P(OC1CCCCC1)(OC1CCCCC1)C(O)c1c(Cl)cccc1Cl (configuration not stated)
    i, -10.3
NS(=O)(=O)c1ccc(N=Nc2c[nH]c(=O)c(O)c2)cc1
    i, 5.5

# The last five entries of the part above are carried over, then new ones follow:
# Each structure is followed by: CHT allo act, OX1R antagonist
Cc1cc(C)cc(C(=O)NCC(=O)OCC(=O)c2cc(C)n(CC(F)(F)F)c2C)c1
    i, -37.4
Cc1cc(C)n2c(SC(C)C(=O)NC3(C#N)CCCCC3)nnc2n1 (configuration not stated)
    /, -1.2
Cc1ccccc1COC[C@H](CC(C)C)N1CCN(C(=O)c2cccc(C(F)(F)F)c2)CCC1=O
    i, -38.6
O=P(OC1CCCCC1)(OC1CCCCC1)C(O)c1c(Cl)cccc1Cl (configuration not stated)
    i, -10.3
NS(=O)(=O)c1ccc(N=Nc2c[nH]c(=O)c(O)c2)cc1
    i, 5.5
Cc1nnc(NC(=O)C2CCN(c3cnccn3)CC2)s1
    i, -7.8
C/C(=N\NC(=O)c1ccn(C)n1)c1cccc(NC(=O)c2ccc(C)s2)c1
    i, -13.3
C=CCOc1ccc(C2/C(=C(\O)c3ccc4c(c3)CC(C)O4)C(=O)C(=O)N2CCN2CCOCC2)cc1OCC (configuration not stated)
    i, -14.9
CCOc1cccc(OCCOc2ccc(C(=O)c3ccccc3)cc2)c1
    i, -18.6
CCc1nnc(NS(=O)(=O)c2ccc(Nc3ccc([N+](=O)[O-])c4nonc34)cc2)s1
    i, -5.7
COc1ccc(S(=O)(=O)N2CCC(C(=O)N[C@H](C(=O)N3CCCCCC3)C(C)C)CC2)cc1
    i, -19.7
CC(C)NC(NC(=O)Cc1ccccc1)C(Cl)(Cl)Cl (configuration not stated)
    i, -35.1
Cc1ccc(C)c(OCc2nnc(SCC(=O)NCc3ccc4c(c3)OCO4)o2)c1
    i, -20.1
O=C(N/N=C(\c1ccccc1)c1cccnc1)c1cc(O)ccc1O
    i, 1.1
CC(C)(C)c1ccc(/C=C/C(=O)NC2=NCCS2)cc1
    i, -10.6
O=C(CSc1cccc[n+]1[O-])NCCCc1ccccc1
    i, -4.0
Cc1ccc(NC(=S)N2CCC(O)CC2)c(C)c1
    i, 6.9
C/C(=N/NC(=O)c1ccc(C)s1)c1ccncc1
    i, /
COC(=O)[C@@H](Cc1c[nH]c2ccccc12)NC(=O)CNC(=O)c1ccccc1OC
    i, -14.3
CSc1ccccc1NC(=O)N1CCCC(C(=O)c2ccc3c(c2)OCO3)C1 (configuration not stated)
    i, -9.4
CCN1CCN(C(=O)Nc2ccc(OC)cc2OC)CC1
    i, 2.4
COc1cccc(NC(=O)C(NC2CCCC2)c2ccccc2)c1 (configuration not stated)
    i, -34.6
CCCNC(=O)CN1CCC(c2nc3ccccc3[nH]2)CC1
    i, -12.7
O=C(NNC(=O)C1CC1)c1ccc(-c2ccccc2)cc1
    i, -6.6
O=C(Nc1ccccc1Cl)C1CCCN(S(=O)(=O)c2ccc(F)cc2)C1 (configuration not stated)
    i, -21.9
COc1ccc(-c2cc(C(F)(F)F)nc(SCc3cccc(C(=O)O)c3)n2)cc1
    i, -11.9
CCN1CCCC1CNC(=O)Cn1cccc1C(=O)c1ccccc1 (configuration not stated)
    i, -10.3
CCCCONc1ncnc2nonc12
    i, -1.9
Nc1nc(NCCCN2CCOCC2)nc(Nc2ccccc2F)c1[N+](=O)[O-]
    i, -20.6
COc1ccc(Br)cc1C(=O)N/N=C/c1cccnc1
    i, -23.4
CN(CC(=O)Nc1ccc(F)cc1)C(=O)CSc1nncs1
    i, 6.5
COc1ccccc1NC(=S)N1CCn2cccc2C1c1cccnc1 (configuration not stated)
    i, -19.5
COC(=O)COc1cccc(NS(=O)(=O)c2cccc([N+](=O)[O-])c2)c1
    i, -18.4
CCOC(=O)c1c(/N=C/C2=C(O)CCCC2=O)sc(C)c1C
    i, -8.5
COc1ccccc1C(C)Nc1ccc(S(=O)(=O)N2CCN(C)CC2)cc1[N+](=O)[O-] (configuration not stated)
    /, -21.8
O=C(C1=C(O)C(=O)N(Cc2ccco2)C1c1ccccc1)c1cccs1 (configuration not stated)
    i, -18.5
COc1cccc(/C=C/C(=O)OCC(=O)Nc2ccc(Cl)c(S(=O)(=O)N(C)C)c2)c1OC
    i, -9.3
CN=C(Nc1cc(C)nn1-c1ccccc1)c1ccccc1
    i, 3.4
Cc1ccc(C)c(NC(=O)COC(=O)c2nn(C)c(=O)c3ccccc23)c1
    /, -16.9
N#Cc1c(-c2ccccc2)cc(-c2ccccc2)[nH]c1=O
    i, -23.6
CCc1cccc(NC(=O)CCSCCC(=O)Nc2cccc(CC)c2)c1
    i, -15.5
O=C(O)/C=C\C(=O)NNC(=O)c1cc(-c2ccccc2)n[nH]1
    i, -2.1
Cc1c2cnn(CC(=O)NC3CCCC3)c(=O)c2c(C)n1Cc1ccccc1
    i, 3.8
O=C(NCCC1=CCCCC1)C1CCCN(S(=O)(=O)c2cnc[nH]2)C1 (configuration not stated)
    i, -12.1
CC(CNC(=O)COc1ccc2c(c1)OCO2)c1ccccc1 (configuration not stated)
    /, -16.5
O=C1NC(=Nc2ccc(F)cc2)SC1Cc1ccc(F)cc1 (configuration not stated)
    i, -22.6
COc1ccc(OCC2CNC(=O)O2)cc1 (configuration not stated)
    i, -13.5
c1ccc(CSc2nnc(-c3c[nH]c4ccccc34)o2)cc1
    i, -6.9
COc1cccc(NC(=O)Cn2c3ccc(F)cc3c3nc4n(c(=O)c32)CCCS4)c1
    i, -23.6
Cc1ccc(CC(=O)N2CCC(c3nc4c(nnn4Cc4ccccc4)c(=O)[nH]3)CC2)cc1
    i, -40.6
O=C(c1ccccc1[N+](=O)[O-])N1CCCN(C(=O)c2ccccc2[N+](=O)[O-])CC1
    i, -7.7
CCOC(=O)C1=C(C)NC(C)=C(C(=O)OCC)C1/C=C/c1ccccc1
    i, -24.8
Cc1ccc(CNC(=O)c2ccc(S(=O)(=O)Nc3c(C)n(C)n(-c4ccccc4)c3=O)cc2)cc1
    i, -20.4
O=C(CSc1nc2ccccc2c(=O)n1Cc1ccccc1)Nc1ccc(Br)cc1C(=O)O
    i, -18.5
O=C(NNc1ccc([N+](=O)[O-])cc1)C1C2CCCCC21 (configuration not stated)
    i, -1.5
C=CCc1cc(S(=O)(=O)c2ccc(O)c(CC=C)c2)ccc1O
    i, -3.8
CCOC(=O)C1=C(COC(=O)C2CC(=O)N(c3ccccc3F)C2)NC(=O)NC1C (configuration not stated)
    /, -6.0
O=C(C(c1ccccc1)c1ccccc1)N1CCCc2ccccc21
    i, -24.9
COc1cc(/C=N/n2cnnc2)ccc1OCc1ccccc1
    i, -4.2
Cc1cccc2sc(N(CCN(C)C)C(=O)c3cc(Cl)sc3Cl)nc12
    i, -26.6
CCOC(=O)CC(=O)CSc1nc(N)c(C#N)c(-c2ccc(F)cc2)c1C#N
    i, -1.1
CCN(CC)C(=O)[C@H]1C[C@H](CC(=O)NCCc2ccccn2)C(=O)N2CCc3c([nH]c4ccc(Cl)cc34)[C@]12C
    /, -22.4
COc1ccc(OC)c(NC(=O)Nc2ccc3c(c2)OCO3)c1
    i, -5.1
CC(C)(C)CC(=O)NC(=S)NCCc1ccccc1
    i, 4.7
Cc1cc(NC(=O)CSCc2ccccc2)no1
    i, -21.3

# New compounds follow.
# Each structure is followed by: CHT allo act, OX1R antagonist
COc1ccc(N/C=C/C(=O)C(F)(F)F)cc1
    i, -10.2
CCOC(=O)CN1CC23C=CC(O2)C(C(=O)NCc2ccccc2OC)C3C1=O (configuration not stated)
    i, -7.5
COc1ccc(S(=O)(=O)Cc2ccc(C(=O)N3CCN(c4cccc(C)c4)C(C)C3)o2)cc1 (configuration not stated)
    i, -29.9
Cc1ccc(CNC(=O)CCS(=O)(=O)c2cc3c(cc2Cl)NC(=O)CO3)cc1
    i, -18.7
CC1CN(C(=O)Cn2cc(S(=O)(=O)CC(=O)N(C)c3ccccc3)c3ccccc32)CC(C)O1 (configuration not stated)
    i, -20.5
O=S(=O)([O-])C(c1ccccc1)[n+]1ccccc1 (configuration not stated)
    i, 11.4
Cn1c(CS(=O)Cc2c(Cl)cccc2Cl)nnc1SCc1c(Cl)cccc1Cl (configuration not stated)
    i, -18.0
Nc1ccccc1-n1c(=O)n(Cc2ccccc2F)c(=O)c2[nH]cnc21
    i, -4.3
Fc1cccc(F)c1/C=C/c1ccc2ccccc2n1
    i, 3.8
O=C(CCC(=O)N1CCN(c2ccccn2)CC1)c1cccs1
    /, -34.6
Cc1ccc([N+](=O)[O-])c(C)[n+]1C
    i, -6.8
CC1(C)CC(CC(=O)O)C(=O)O1 (configuration not stated)
    i, -3.5
COc1ccc(CCNC(=S)N2CCN(S(=O)(=O)c3ccc(Cl)cc3)CC2)cc1
    i, -18.2
O=C1C(Cl)=C(N2CCOCC2)C(=O)N1c1ccccc1
    i, -6.7
COc1cccc(-n2cnc(=O)c3cccnc32)c1
    i, -16.6
CCNC(=O)N(CC)C[C@H]1N[C@@](C)(C(=O)OC)[C@H]2C(=O)N(Cc3ccccc3)C(=O)[C@@H]12
    /, -5.3
NC(=O)CSc1nnc(-c2cc3ccccc3o2)n1Cc1ccccc1
    i, -25.6
CCCS(=O)(=O)c1nc(S(=O)(=O)c2ccc(C)cc2)c(N2CCCC2)s1
    i, -30.4
COc1cccc(C(=O)O[C@@H]2[C@H](Cc3ccccc3)NS(=O)(=O)[C@H]3C[C@@H]4C=C[C@]23O4)c1
    /, -2.8
CCOC(=O)C(CC)Sc1ncnc2c1nnn2-c1ccc(F)cc1 (configuration not stated)
    i, -17.8
O=c1[nH]c(Cc2ccccc2)nc2c1oc1ccccc12
    i, -6.2
CSc1ccccc1C(=O)NCCSC(C)(C)C
    i, -0.6
CC(Oc1ccccc1)C(=O)OCC(=O)Nc1ccc2c(c1)OCO2 (configuration not stated)
    /, 8.2
CC(Sc1nnc(-c2ccco2)o1)C(=O)NCCC1=CCCCC1 (configuration not stated)
    i, -30.9
CC(=O)N1c2ccc(S(=O)(=O)NCCC(=O)N3CCC(C)CC3)cc2CC1C (configuration not stated)
    i, -17.4
COc1cc(/C=C/C(=O)OCC(=O)Nc2cccc(Oc3ccccc3)c2)ccc1O
    i, -6.7
Cn1c(SCC(=O)Nc2ccc(NC(=O)c3cccs3)cc2)nnc1-c1ccncc1
    i, -13.9
COc1nccnc1NS(=O)(=O)c1ccc(NC(=O)c2ccccc2Br)cc1
    i, -3.6
NC(N)=Nc1nc(CCN2C(=O)c3ccccc3C2=O)cs1
    i, -7.5
COc1ccc([N+](=O)[O-])cc1/C=N/NC(=O)CNC(=O)C(c1ccccc1)c1ccccc1
    i, -12.4
CCCN(CC(=O)Nc1ccc(C(N)=O)cc1)CC(=O)Nc1ccc(Cl)cc1Cl
    i, -8.2
CCOc1ccc(NC(=O)CN(C)C(=O)Cc2sc(C)nc2-c2ccc(F)cc2)cc1OCC
    /, -15.1
CCCn1c(=O)[nH]c(=O)c2c(C(=O)OCC)cc(-c3cccs3)nc21
    i, -16.1
O=C(CSc1nnc(C2CC2)n1Cc1ccccc1)c1ccc(S(=O)(=O)N2CCOCC2)cc1
    i, -9.5
Cc1ccc(C(=O)N2CCC(n3nccc3NC(=O)C3CCOC3)CC2)cc1 (configuration not stated)
    i, 1.2
Cc1nc(SCC(=O)NC(=O)NCc2ccco2)nc(C)c1C
    i, -16.1
N/C(=N\OC(=O)Cc1cccs1)c1ccc([N+](=O)[O-])cc1
    i, 0.8
CCOc1cc(Cl)c(CNCCCN2CCOCC2)cc1OC
    i, -9.7
Cc1cc2c(cc1C)[n+](C)cn2CC(O)COCC1CC=CCC1 (configuration not stated)
    12.6*, -1.5
Oc1ccc(/C=N/Nc2ccnc3cc(Cl)ccc23)c(O)c1O
    i, -23.8
C[n+]1ccc(C(=O)NCc2ccccc2)cc1
    i, -7.0
CCC(C)N1CC23C=CC(O2)C(C(=O)OC)C3C1=O (configuration not stated)
    i, -3.0
